LDHA inh: qHTS assay for inhibitors of human lactate dehydrogenase; L-lactate dehydrogenase A chain (Homo sapiens), P00338; purified LDHA, NADH/diaphorase-resazurin fluorescence; active compounds read low; activity change, % (values are at about 110 or 230 µM); 0.15% of 480,000 active; AID 1347041, 2019; in the data active = activity change below about -30%;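 note: plate controls were DMSO wells for no effect and wells without enzyme for full effect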
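Human LDH5 (2 nM) was incubated with 0.06 mM NADH and 0.2 mM pyruvate for 5 min at room temperature in Tris pH 7.4. Remaining NADH was coupled through diaphorase/resazurin, and resorufin fluorescence was read at 0 and 20 min.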
* marks the source's active call; other numbers are inactive results; & = joins results of further samples.

SMILES,LDHA inh
Cn1c(NCc2ccccc2Cl)nc2c1c(=O)n(Cc1ccc(Cl)cc1)c(=O)n2C,-10
CN(C(=O)CSc1ccc2c(c1)OCCCO2)c1ccccc1,4
COc1ccc(-c2nn(C)c(-c3ccc(OC)cc3)c2-c2nc3ccccc3n2C)cc1,3
OCCNC(=S)NC12CC3CC(CC(C3)C1)C2,9
O=C(NCc1ccco1)C1c2ccccc2C(=O)N(C2CCCC2)C12CCCC2 (configuration not stated),-1
CC(=O)Nc1ccc(NC(=O)COC(=O)c2oc3ccccc3c2C)cc1,10
COc1ccc(NC(=O)CSc2nc3c(cnn3-c3ccccc3)c(=O)[nH]2)c(OC)c1,0
Cc1nnc(SCC(=O)c2c[nH]c(C(=O)N3CCCC3)c2)n1C1CC1,7
O=C(COc1ccc(F)cc1)NCCc1c[nH]c2ccccc12,2
COc1ccccc1/C=C/c1nc(C#N)c(NCCCN(C)C)o1,1
O=C(Cc1c[nH]c2ccccc12)NC1CCCNC1=O (configuration not stated),-3
CCn1c(COc2ccc(OC)cc2)nnc1SC(C)C(=O)Nc1ccc2c(c1)OCO2 (configuration not stated),7
Cc1cc(=O)oc2cc(OC(=O)CCCOc3ccccc3)ccc12,10
Cc1ccc(-c2csc(=S)n2CC(=O)O)cc1,7
Cc1ccc(S(=O)(=O)N2CCN(C(=O)Cc3c(C)nn(C)c3C)CC2)cc1,15
O=C(NCc1ccccc1)C(=O)Nc1cccc2[nH]ccc12,0
Cc1cccc(C)c1NC(=O)C1c2ccccc2OCC(=O)N1Cc1ccccc1 (configuration not stated),-2
O=C(NCc1ccccn1)c1ccc(F)cc1,5
Cc1csc(NC(=O)CCc2ncc(-c3ccc(Cl)cc3)o2)n1,0
CCOC(=O)C1CCC(CNC(=O)N2CCCC2c2cccc(C)c2)CC1 (configuration not stated),5

Reprinted from the part before: seven entries, then new ones.
SMILES,LDHA inh
Cc1ccc(-c2csc(=S)n2CC(=O)O)cc1,7
Cc1ccc(S(=O)(=O)N2CCN(C(=O)Cc3c(C)nn(C)c3C)CC2)cc1,15
O=C(NCc1ccccc1)C(=O)Nc1cccc2[nH]ccc12,0
Cc1cccc(C)c1NC(=O)C1c2ccccc2OCC(=O)N1Cc1ccccc1 (configuration not stated),-2
O=C(NCc1ccccn1)c1ccc(F)cc1,5
Cc1csc(NC(=O)CCc2ncc(-c3ccc(Cl)cc3)o2)n1,0
CCOC(=O)C1CCC(CNC(=O)N2CCCC2c2cccc(C)c2)CC1 (configuration not stated),5
CN1CCN(c2nc3nnnn3c3sc4c(c23)CCN(Cc2ccccc2)C4)CC1,9
O=C(Nc1ccc(N2CCOCC2)cc1)c1nc2ccccc2nc1N1CCOCC1,0
O=C(Nc1ccccc1)NC1CCSc2ccccc21 (configuration not stated),-6
O=[S+]([O-])(c1ccc2c(c1)OCCO2)N1CCN([S+](=O)([O-])c2ccc(F)cc2Br)CC1,-5
CN(C(=O)CSc1nc2ccsc2c(=O)n1CCc1cccs1)c1ccccc1,11
Cc1cnc(C(=O)NCC(O)c2ccccc2C(F)(F)F)cn1 (configuration not stated),-1
CN(C)c1ccc(C(=O)N2CCN(C/C=C/c3ccccc3)CC2)cc1,-3
CC(=O)Oc1ccc2c(=O)c(Oc3cc(C)cc(C)c3)c(C(F)(F)F)oc2c1,2
O=C(CSCc1ccncc1)N(Cc1ccsc1)C1CC1,1
COc1cc(O)c(C(CC(=O)N2CCC(Cc3ccccc3)CC2)c2ccc3c(c2)OCO3)c(OC)c1 (configuration not stated),2

2 entries from above, as labelled records.
CN1CCN(c2nc3nnnn3c3sc4c(c23)CCN(Cc2ccccc2)C4)CC1
- LDHA inh: 9

O=C(Nc1ccc(N2CCOCC2)cc1)c1nc2ccccc2nc1N1CCOCC1
- LDHA inh: 0

The results go on.
SMILES,LDHA inh
O=C(c1ccc(F)c(F)c1)N1CCC(CN2CCOCC2)CC1,-5
CCOc1cc2nc(-c3ccc(OC)c(OC)c3)nc(N3CCCCC3)c2cc1OC,-5
O=C(c1ccc(-n2cccc2)cc1)N1CCN(S(=O)(=O)c2c(Cl)cccc2Cl)CC1,5
CC1CCN(c2ccc(-c3ccc(NS(=O)(=O)c4ccc(Cl)s4)cc3)nn2)CC1,12
CCCCn1nc(C(=O)N2CCCC(c3nc4ccccc4s3)C2)c2ccccc2c1=O (configuration not stated),6
CCCCCCCCN1C(=O)[C@H](CC(=O)N2CCSCC2)C[C@@]2(C(=O)OC)CC(C)(C)CC=C12,5
Cc1ccc2oc(C(=O)Nc3nnc(SCc4ccccc4)s3)cc(=O)c2c1,-1
N#Cc1cccc(NC(=O)c2n[nH]c(=O)c3ccccc23)c1,7
O=C(Nc1ccccc1Cl)C1CCN(c2ncnc3onc(-c4ccc(F)cc4)c23)CC1,13
CCCCc1nc(NCCOCCO)c(C#N)c2c1CCCC2,8
O=C(Nc1ccc(-c2ccccc2)cc1)c1ccccc1C(F)(F)F,0
CC1=C/C(=N/NC(=O)c2cc(C)oc2C)CC1,0
Cc1noc(Cn2cnc3c(Cl)cc(Cl)cc3c2=O)n1,6
O=C(c1ccc(C2SCCS2)cc1)N1CCN(Cc2ccc(Cl)cc2)CC1,2
CC(=O)NC1=NN(C(C)=O)C2(S1)C(=O)N(C)c1c(C)cccc12 (configuration not stated),2
O=C(NC1CCCC1)C1CCCN(C(=O)Cc2c[nH]c3ccccc23)C1 (configuration not stated),0
Cc1cc(Cl)c(CO)c(Cl)n1,-4
Cn1c(=O)n(CCC(=O)NCc2nnc3n2CCCCC3)c2ccccc21,-22
O=C(CCc1nc(-c2ccncc2)no1)Nc1ccc(N2CCOCC2)cc1,2
O=C(OCc1noc(-c2ccco2)n1)c1cc(Br)c[nH]1,3
O=C(/C(=C/c1ccc(F)cc1)c1nc2ccccc2o1)c1ccccc1,9
CC(C)n1nc(C(=O)Nc2nc(-c3ccc4c(c3)OCCO4)cs2)c2ccccc2c1=O,1
COc1cc(CC(=O)N2c3ccccc3N=C(c3ccccc3)C2C(=O)NCc2ccccc2)cc(OC)c1 (configuration not stated),0
Cc1ccc(-c2nc(CCNC(=O)Nc3cccc(F)c3)co2)cc1,-6
Cc1ccccc1C(C)N (configuration not stated),14
N=c1c2c(ncn1-c1ccccc1)Oc1ccc3ccccc3c1C2c1ccc2c(c1)OCCO2 (configuration not stated),0
N#Cc1c(-c2ccc(Cl)c([N+](=O)[O-])c2)no[n+]1[O-],2
CCOc1ccccc1NS(=O)(=O)c1cc(C(C)C)ccc1C,-9
O=C(NCc1ccc(S(=O)(=O)N2CCOCC2)cc1)c1ccc(OC(F)(F)F)cc1,-7
COC(=O)CNC(=O)c1cc(-c2ccccn2)nc2ccccc12,-9
NC(=O)NC(=O)COC(=O)c1cc(Cl)ccc1Cl,-6
O=C(NCC1(N2CCCCC2)CCCCC1)c1cccc(NC(=O)c2cccs2)c1,-1
C=CCNC(=S)Nc1cc(Cl)ccc1C,5
O=Cc1c[nH]c2cc(OCc3ccccc3)ccc12,4
COc1ccc2oc(=O)cc(CN3CCN(C(=O)c4c(F)cccc4F)CC3)c2c1,5
CCNC(=O)CN1c2ccc(Br)cc2-c2ccccc2S1(=O)=O,4
CCCc1ccc(C2(C)NC(=O)N(Cc3ncc(-c4ccccc4)o3)C2=O)cc1 (configuration not stated),5
COc1ccc(Nc2nc(CSc3nnc4n3CCCCC4)cs2)cc1,6
CCCOc1ccc(C(=O)NCC2CCCO2)cc1Br (configuration not stated),3
CC(C)c1ccc(NC(=O)Cn2nc3ccc(S(=O)(=O)C(C)(C)C)nn3c2=O)cc1,6
CCCCNC(=S)N(C)/N=C/c1ccc(N(CC)CC)cc1,6
CC(C)n1nnnc1SCC(=O)N1N=C(c2cc3ccccc3o2)CC1c1ccco1 (configuration not stated),4
CCc1ccc(NC(=O)c2cc(=O)c3cc(CC)ccc3o2)cc1,-1
COc1cc(/C=C/C(=O)c2ccc(C(=O)O)s2)cc(OC)c1O,78
O=c1c2ccsc2ncn1Cc1coc(-c2cccc(F)c2)n1,2
COc1cc(OC)c(NC2CCOC2=O)cc1Cl (configuration not stated),15
C/C=C/C=C/C(=O)NC(C)c1ccc(SC)cc1 (configuration not stated),7
Cc1ccc(-c2nn3c(CCCC(=O)O)nc4ccccc4c3nc2=O)cc1C,2
CCCNc1nc(-c2cc(C)n(NC(=O)c3nn(C)c(=O)c4ccccc34)c2C)cs1,7
CCCS(=O)(=O)N1CCN(Cc2cc(=O)n3nc(-c4ccc(OC)cc4)sc3n2)CC1,-1

4 entries from above, sorted by the number in LDHA inh, high to low:
mol,LDHA inh
CCCCNC(=S)N(C)/N=C/c1ccc(N(CC)CC)cc1,6
CC(C)n1nnnc1SCC(=O)N1N=C(c2cc3ccccc3o2)CC1c1ccco1 (configuration not stated),4
O=c1c2ccsc2ncn1Cc1coc(-c2cccc(F)c2)n1,2
CCCS(=O)(=O)N1CCN(Cc2cc(=O)n3nc(-c4ccc(OC)cc4)sc3n2)CC1,-1

Next structures follow.
SMILES,LDHA inh
CC/C(=N\NC(N)=O)C1CC(C(C)C)CC=C1C (configuration not stated),12
COCCN(CCCO)Cc1ccco1,14
O=S1(=O)CC(N2CCCCC2)CN1Cc1cn(Cc2ccc(F)cc2)nn1 (configuration not stated),-4
CC(C)(C)C(=O)c1c(N)[nH]c(C(=O)c2ccccc2)c1-c1ccc(F)cc1,9
COc1ccc(-c2nc(CSCC(=O)NC(C)c3ccccc3)c(C)o2)cc1OC (configuration not stated),6
CCCCNc1nc(-c2ccc(Cl)cc2)nc2ccccc12,11
COc1ccc(CCn2cnc3c2c(=O)n(C)c(=O)n3C)cc1,-1
O=C(O)c1ccc(CNCc2cccc(Br)c2)cc1,1
CC(NC(=O)/C=C/c1cccnc1)c1ccc(C(F)(F)F)cc1 (configuration not stated),8
O=C(C(=O)N1CCC(Cc2ccccc2)CC1)c1ccccc1,3&2
O=C(N/N=C/c1ccccc1C(F)(F)F)C1CC1,1
O=C(CC1C=CCC1)NCc1cccs1 (configuration not stated),5
C#CCNC(=O)c1csc(-c2ccc(C)cc2)n1,1
CCOC(=O)[C@]12CCC=C1N(CCC1=CCCCC1)C(=O)[C@H](CC(=O)NCCCOC)C2,2
CC(NC(=O)CSc1nnnn1-c1ccc(O)cc1)c1ccc2c(c1)OCCO2 (configuration not stated),-6
CN(CC12CC3CC(CC(C3)C1)C2)C(=O)CCc1ccccc1O,5
CCc1cc(C(=O)O)sc1-c1ccc(C)cc1,2
CC(Sc1nc(Cl)nc2nc[nH]c12)C(=O)N1CCN(c2ccccc2)CC1 (configuration not stated),3
Cc1nc2cc(NC(=O)c3ccc(C(=O)c4ccccc4)cc3)ccc2o1,12
Cc1oc(-c2nc(C#N)c(NCCN(C)C)o2)cc1S(=O)(=O)N1CCCCC1,-13
NC(N)=NC(N)=Nc1ccc(F)cc1,1
CCn1nc(C(=O)Nc2ccc(OC)c(OC(F)F)c2)c2ccccc2c1=O,0
Fc1ccc(COc2cccc(CNC3CC3)c2)cc1,-10
Cc1ccc(C(CNC(=O)COc2cc(C)cc(C)c2)N2CCCCC2)cc1 (configuration not stated),4
COc1ccc2nc(NS(=O)(=O)c3ccc(Cl)cc3)c(Nc3cc(C)ccc3OC)nc2c1,-1
Cc1ccc(Nc2nc(Nc3ccc(F)cc3)nc3nccnc23)cc1Cl,-2
CC(C)(C)c1ccc(CNCCN2CCCC2)cc1,0
COC(=O)/C=C1\OC(c2ccccc2)c2ccccc21 (configuration not stated),-1
O=C(O)/C=C/c1ccc(Br)s1,1
O=S1(=O)N=CN(Cc2cccc(Cl)c2)c2cc(C(F)(F)F)ccc21,2
COc1ccc(NC(=O)CN(C)C(=O)c2ccc(-c3ccc(Cl)cc3)o2)cc1,-14
COc1cccc(-c2cc(C(=O)NC(C)(C)C)c3ccccc3n2)c1,0
CC(NC(=O)NOCc1ccccc1)c1ccc(NC(=O)C2CC2)cc1 (configuration not stated),-1
COc1cc(C2C3=C(CC(C)(C)CC3=O)OC3=C2C(=O)CC(C)(C)C3)ccc1OCC(=O)OC(C)C,18
N#Cc1ccc(-c2ccc(OCc3ccc(C(N)=O)cc3)cc2)cc1,2
CCCn1c(C)nnc1SCC(=O)Nc1sc2c(c1C#N)CCC(C)C2 (configuration not stated),-1
CC1CCN(C(=O)CN2CCN(c3nc(C(C)C)c4c(c3C#N)CCC4)CC2)CC1,0
CC(=O)N1N=C(c2ccccc2Cl)CC1c1ccc2nccnc2c1 (configuration not stated),3
c1ccc(OCc2nnc3ccc(-c4ccccc4)nn23)cc1,1
Cc1c(Cl)ccc2c(C(=O)O)cc(-c3ccccn3)nc12,0
O=C(N/N=C/CCc1ccccc1)c1cccs1,3
CC(=O)c1cccc(OCc2coc(-c3ccc(Cl)cc3)n2)c1,1
Cc1cc(C)cc(-c2nc3cc(NC(=O)c4ccc5c(c4)OCO5)ccc3o2)c1,-6
CCOC(=O)CNCc1ccc(F)cc1,1
CCCCn1c(=O)[nH]c(=O)c2c1nc(CCC(=O)Nc1cccc(C)c1C)n2CC(C)C,7
COc1cc2ccccc2cc1C(=O)Nc1ccccc1N1CCN(C(C)=O)CC1,8

These rows are one share of the data, so the mix of outcomes need not match the whole.
